Screening results: PubChem, Sanford-Burnham Center for Chemical Genomics
TNAP inh pNP = inhibitors of human tissue-nonspecific alkaline phosphatase; AID 615; purified TNAP, pNPP hydrolysis, absorbance 405 nm; 21,000 tested, under 10 active; P05186; inhibition, % at 20 µM;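 further: 0% = DMSO only wells and 100% = 1 mM levamisole wells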
Target sequence (P05186 whole entry, looked up): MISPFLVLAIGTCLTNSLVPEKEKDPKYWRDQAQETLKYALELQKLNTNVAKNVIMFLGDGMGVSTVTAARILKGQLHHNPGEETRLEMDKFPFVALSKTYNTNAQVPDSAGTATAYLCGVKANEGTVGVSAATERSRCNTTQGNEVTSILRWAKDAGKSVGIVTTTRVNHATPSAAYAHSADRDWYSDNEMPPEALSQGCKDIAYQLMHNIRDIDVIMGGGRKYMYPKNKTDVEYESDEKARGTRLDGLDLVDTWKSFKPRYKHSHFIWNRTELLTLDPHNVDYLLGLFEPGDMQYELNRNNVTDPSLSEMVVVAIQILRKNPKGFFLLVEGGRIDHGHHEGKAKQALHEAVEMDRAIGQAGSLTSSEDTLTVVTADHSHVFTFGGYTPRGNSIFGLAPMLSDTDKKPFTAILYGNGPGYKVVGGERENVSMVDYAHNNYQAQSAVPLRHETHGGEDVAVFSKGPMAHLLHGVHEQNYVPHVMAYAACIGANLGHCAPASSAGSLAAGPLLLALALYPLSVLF
TNAP inh Pi = inhibitors of human tissue-nonspecific alkaline phosphatase. inhibition, % at 20 µM. AID 614. P05186. purified TNAP, pNPP, malachite green phosphate absorbance. 21,000 tested, under 10 active
* marks the source's active call; other numbers are inactive results.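 How the source made its calls: active means inhibition above 50% at the 20 µM single-dose screen; inactive means the rest.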 This is a subset; count on the stated rates, not on these rows.

TNAP inh pNP	TNAP inh Pi	canonical_smiles
-2	2	CNc1cccccc1=S
-3	5	CC(=NCc1ccco1)C1=C(O)c2ccccc2C1=O
4	1	Cn1ccnc1SCC(=O)Nc1cccc2ccccc12
4	8	CC(C(=O)NCc1ccccc1)N1C(=O)CN(C)C(=O)c2ccccc21 (centres undefined)
1	-17	C=CCOc1ccc(C(=O)N(Cc2ccc(N(C)C)cc2)C2CCS(=O)(=O)C2)cc1 (centres undefined)
0	10	Cc1nc(N2CCN(Cc3ccccc3)CC2)nc2c1C(=O)CCC2
-12	-2	O=C(COC(=O)C12CC3CC(CC(O)(C3)C1)C2)NC(=O)NCc1ccco1
-32	-47	CCn1c(CCNC(=O)c2ccc(Cl)cc2)nnc1SCC(=O)NC1CCCC1
1	6	CCNc1nc(NC(C)C)nc(Oc2ccc(OCCOc3ccccc3)nn2)n1
0	0	c1csc(-c2nc3ccccc3[nH]2)c1
-5	5	CCCC(C(=O)NCc1ccco1)N(C(=O)CNS(=O)(=O)c1ccccc1)c1ccccc1OC (centres undefined)
6	13	NC(=O)c1ccc2c(c1)OCCO2
3	9	CCN(CC)CCN1C(=O)C(=O)/C(=C(/O)c2c(C)[nH]c(C(=O)OC)c2C)C1c1cccc(OC)c1 (centres undefined)
10	8	CCCn1c(SCC(=O)Nc2c(CC)cccc2CC)nnc1C(C)C
0	0	Cc1ccc(S(=O)(=O)N(CCO)Cc2cc3ccc(C)c(C)c3[nH]c2=O)cc1
-5	2	CN1CC(=O)N(C)c2nc(Br)n(C)c2C1=O
0	16	CC(C)(C)n1nnnc1CN1C2CCC1CC(NC(=O)Nc1ccccc1)C2 (centres undefined)
5	9	CCOC(=O)c1[nH]c(=O)[nH]c1CSc1nc(C)cc(C)n1
5	11	c1cncc(Oc2cccc(Oc3cccnc3)c2)c1
7	10	COc1cccc(-n2c(C)c(C(C)=O)c(C(C)=O)c2C)c1
2	7	CCOC(=O)c1c(C)[nH]c(C(=O)OCc2c(C)noc2C)c1C
0	0	O=C(Nc1nc2c(s1)CCCC2)c1cccs1
-1	6	O=C(CCNc1ccc(F)cc1)c1ccco1
1	5	CCc1nc(SCC(=O)Nc2c(C)n(C)n(-c3ccccc3)c2=O)n[nH]1
6	8	O=S1(=O)CCC(NS(=O)(=O)c2cccc3cccnc23)C1 (centres undefined)
-4	9	N=c1c(S(=O)(=O)c2ccccc2)cc2c(=O)n3ccccc3nc2n1CC1CCCO1 (centres undefined)
7	1	Cc1nn(CC(=O)Nc2ccc3c(c2)nc(CN2CCCCC2)n3C)c(=O)c2ccccc12
-7	6	COC(=O)C1=C(N)Oc2cc(C)n(Cc3cccnc3)c(=O)c2C1c1cc(OC)ccc1OC (centres undefined)
-2	4	CC(=O)NCC(=O)OCN1C(=O)c2ccccc2C1=O
6	9	CCn1c(CCn2ccnc2C)n[nH]c1=S
6	6	CC(=O)c1cccc(OCCN2C(=O)NC(C)(C)C2=O)c1
-2	7	COc1ccc(Cn2nnnc2CN2CCC(c3nc4ccccc4s3)CC2)cc1
1	11	CCn1ncc(Br)c1C(=O)Nc1sc2c(c1C(N)=O)CCC2
1	-8	CCCCNC(=O)C(C#N)c1nc2ccccc2nc1N1CCN(c2ccccc2F)CC1 (centres undefined)
6	9	CCc1[nH]c(=O)c(C#N)c2c1CCCC2
-11	-4	COc1ccc(CN(Cc2ccccn2)S(=O)(=O)c2ccc(-n3cnnn3)c(OC)c2)cc1
3	10	COc1cc(-c2c(C#N)c(N)nc3c2c(C)nn3-c2ccc(C)c(C)c2)cc(OC)c1OC
7	9	CCc1ccc(NC(=O)CC2NCCNC2=O)cc1 (centres undefined)
0	5	N#Cc1c(N2CCCCC2)nc(N2CCCCC2)c2c1CCN(Cc1ccccc1)C2
1	4	COc1ccc(NC(=O)c2ccc(C(=O)c3ccccc3)o2)cc1
-1	4	CCOC(=O)c1cc2c(=O)n3cccc(C)c3nc2n(Cc2cccnc2)c1=N
1	12	CCOC(=O)CSc1nc(C2CC2)nc2ccccc12
8	0	Cc1[nH]c2ccccc2c1C(=O)CN1CCN(C2CCCCC2)CC1
2	4	Cc1ccc(S(=O)(=O)N2CCC(C(=O)O)CC2)cc1C(=O)O
0	0	C=CCn1c(-c2ccc(OC)c(OC)c2)n[nH]c1=S
6	10	N#Cc1c(N)c(C(=O)c2ccc(Cl)cc2)n2c1CCC2
-9	-3	O=C(c1ccccc1)c1ccccc1C(=O)N1CCOCC1
4	-21	Cc1cccc(C(C)C)c1NC(=O)c1cccnc1
3	-8	O=C(NCc1nc(-c2ccccc2)no1)c1cccs1
4	9	COCCN1CC(O)=C(c2nc3ccccc3c(=O)[nH]2)C1=N
2	10	CCN(CC)C(=O)C1CCCN(C/C=C/c2ccccc2)C1 (centres undefined)
5	11	CCc1ccccc1NC(=O)CSC1=C(C#N)C(c2ccc(O)c(OC)c2)C2=C(CCCC2=O)N1 (centres undefined)
-2	5	Cc1[nH]c(=O)[nH]c(=O)c1NS(=O)(=O)c1ccc2c(c1)CCCC2
7	8	O=[N+]([O-])c1cccc2cn[nH]c12
2	9	CCNC(=O)COC(=O)COc1ccc(Cl)cc1C
5	10	Cc1cnc(C(=O)OCC(=O)N2c3ccccc3NC(=O)C2(C)C)cn1
4	7	Nc1nnc(CCc2ccccc2)s1
-1	5	O=C(c1cc2cc(Br)ccc2oc1=O)N1CCN(c2ccccn2)CC1
3	7	Cc1cc(C)c2c(CN3CCN(Cc4ccc5c(c4)OCO5)CC3)cc(=O)oc2c1C
8	18	Cn1c(SCC(=O)Nc2ccc3c(c2)OCCO3)nnc1-c1ccco1

Following part:
TNAP inh pNP	TNAP inh Pi	canonical_smiles
4	12	CC1CCCCC1NC(=O)CSc1nncs1 (centres undefined)
0	4	CCN(CC)c1nc(-c2cccc(OC)c2O)nc2ccccc12
7	9	COc1ccc(C(CC(=O)O)NC(=O)c2ccco2)cc1OC (centres undefined)
5	13	O=C(COc1ccccc1)Nc1ncc2c(n1)CCCC2=O
3	8	CC1CN(C2CCN(C(=O)c3ccccc3)CC2)CC(C)O1 (centres undefined)
4	11	CCc1ccc(N(CC(=O)NC)S(C)(=O)=O)cc1
-9	4	COc1ccccc1NC(=O)CSc1nnc(C2CCCCC2)n1C
3	4	O=C(O)c1cc(NCc2cccs2)ccc1N1CCOCC1
7	12	NC(=O)CSc1nnc(Cc2csc(Nc3ccccc3)n2)n1Cc1ccccc1
3	10	Cc1ccc(N(C(=O)CCC(=O)Nc2cc(C)on2)C(C(=O)NC2CCCC2)c2ccncc2)cc1 (centres undefined)
3	7	N#Cc1nc(COc2ccc(F)cc2)oc1N1CCCC1
4	9	O=c1c2[nH]c3ccc(Cl)cc3c2ncn1CCN1CCCCC1
2	8	COC(=O)c1ccc(NC(=O)c2ccc3c(c2)OCO3)cc1
3	8	CCS(=O)(=O)c1ccc(O)c(N2C(=O)C3C4C=CC(C4)C3C2=O)c1 (centres undefined)
5	-14	CC(CN1CCCCC1)OC(=O)c1ccccc1Cl (centres undefined)
-4	-4	CC(C)(C)n1cnc2cc(NS(=O)(=O)c3ccc(Br)cc3)ccc21
-6	11	C=CCN1C(=O)/C(=C2/Sc3ccccc3N2CCCS(=O)(=O)O)SC1=S
5	2	COc1ccccc1C(c1nnnn1C(C)(C)C)N1CCN(C(=O)c2ccco2)CC1 (centres undefined)
0	6	O=C(CN1CCN(c2ccccc2)CC1)N1CCN(c2ccccc2)CC1
5	4	O=C(NCc1ccccn1)c1cc(S(=O)(=O)N2CCN(c3ccccc3)CC2)ccc1Cl
7	11	COc1ccccc1NC(=O)C1CC(=O)OC1c1ccccc1 (centres undefined)
4	7	CCN(CC)c1ncccc1C(=O)NCc1cccs1
1	6	CC1(CCC#N)N=C(SCCC#N)N(c2ccccc2)C1=O (centres undefined)
5	10	CC1CCN(c2ncnc3c2cnn3Cc2ccc(Cl)cc2)CC1
0	5	COc1cc(NC(=O)C2CCCCC2)c(OC)cc1NC(=O)CCC(=O)NCc1ccco1
7	9	C=CCn1c(=O)c2c(nc3n2CCN3c2cccc(Cl)c2C)n(C)c1=O
3	7	CC(=O)/C(C#N)=C1\NC(=O)C(Cc2ccccc2)S1 (centres undefined)
5	8	O=C(CCn1nnc2ccccc2c1=O)NCC1CCC(C(=O)O)CC1 (centres undefined)
6	-12	COC(=O)c1n[nH]c2ccccc12
-5	2	COc1ccc(/C(O)=C2/C(=O)C(=O)N(c3ncccn3)C2c2ccc(OC)c(OC)c2)cc1 (centres undefined)
5	4	O=C(CSc1nnc2n(C3CCCC3)c(=O)c3ccccc3n12)N1CCCCCC1
6	9	O=S(=O)(c1ccc2ccccc2c1)n1cnc2ccccc21
4	10	CC/C(C)=C1\SC(N2CCN(C(C)=O)CC2)=NC1=O
4	10	COCCCn1c(SCC(=O)Nc2nnc(C)s2)nnc1-c1ccoc1C
-39	-46	COc1ccc(-c2c3c(nc4sc(C(=O)Nc5cc(C)on5)c(N)c24)CCC3)cc1
0	0	Cc1nc(SCC(=O)N2CCOCC2)c2ccsc2n1
-10	-3	CCOc1ccc2nc(NCCNC(=O)Nc3cccc(C)c3)c(C#N)cc2c1
-3	7	CCCCOc1cccc(OCCCC)c1C(=O)Nc1cc(C)on1
4	7	Cc1ccccc1N1C(=O)C2ON(c3ccccc3)C(c3ccncc3)C2C1=O (centres undefined)
1	3	CCOC(=O)c1sc2c(c1C)c(=O)c(C(=O)OCC)cn2CC
1	6	CCCCOC(=O)n1c(SCC(=O)N(C)C)nc2ccccc21
5	8	CC(C)OCCCNC(=O)c1sc(=S)n(C)c1N
7	10	COc1ccc(S(C)(=O)=O)cc1S(C)(=O)=O
5	-1	CCn1c(SCC(=O)c2cc(OC)ccc2OC)nnc1-c1ccncc1
6	5	COc1ccc(N2CCN(S(=O)(=O)/C=C/c3ccccc3)CC2)cc1
1	6	COc1ccc2[nH]c3c(NCCN(C(C)C)C(C)C)ncnc3c2c1
4	8	CCS(=O)(=O)c1nnnn1-c1ccccc1S(C)(=O)=O
-8	-4	O=C(c1ccc(COc2c(F)c(F)cc(F)c2F)o1)N1CCN(c2ccc(Cl)cc2)CC1
7	-3	CCc1nc2oc3cc(OC)ccc3c(=O)c2c(=O)n1-c1ccccc1
6	8	CC1(C)CC(=O)C2=C(C1)OC(c1ccncc1)C(C#N)=C2N (centres undefined)
0	-16	CN1CCN(S(=O)(=O)c2ccc(NC(=O)c3cccc(S(=O)(=O)N4CCCC4)c3)cc2)CC1
4	8	Cn1c([N+](=O)[O-])cnc1COC(N)=O
0	6	COCCn1c(SCCN2CCCCC2)nc2ccccc2c1=O
2	12	C=CCn1c(C#N)c(N)sc1=N
6	11	Cc1ccc2[nH]c(C(=O)O)c(NC(=O)CN3CCN(c4cccc(C)c4C)CC3)c2c1
2	7	CCc1nccn1S(=O)(=O)c1ccc(Br)cc1Br
0	0	Cc1ccc(-n2ncc3c(N4CCCC4)ncnc32)c(C)c1
4	14	COc1ccc(-n2c(SC3CCOC3=O)nc3ccccc32)cc1 (centres undefined)
-14	-8	COc1ccc(-c2noc(-c3ccccc3-c3ccccc3)n2)cc1OC
2	11	O=C(NCCCNCCCNC(=O)c1ccccn1)c1ccccn1

(more compounds)
TNAP inh pNP	TNAP inh Pi	canonical_smiles
-13	-5	CCOC(=O)CC(=O)CSc1nc2sc(C)cc2c(=O)n1Cc1ccco1
2	5	Cc1ccc(C)c(CSc2nnc(-c3cccnc3)n2N)c1
2	5	O=C1CCCc2sc3c(c2N1)CCCCC3
2	9	O=C(NCC1OCCc2ccccc21)c1ccco1 (centres undefined)
7	10	CCOC(=O)N1CCN(/C=C(\C#N)c2nc3ccccc3s2)CC1

Structural class: the compounds so far containing a cyano group (13)
TNAP inh pNP	TNAP inh Pi	canonical_smiles
1	-8	CCCCNC(=O)C(C#N)c1nc2ccccc2nc1N1CCN(c2ccccc2F)CC1 (centres undefined)
6	9	CCc1[nH]c(=O)c(C#N)c2c1CCCC2
3	10	COc1cc(-c2c(C#N)c(N)nc3c2c(C)nn3-c2ccc(C)c(C)c2)cc(OC)c1OC
0	5	N#Cc1c(N2CCCCC2)nc(N2CCCCC2)c2c1CCN(Cc1ccccc1)C2
6	10	N#Cc1c(N)c(C(=O)c2ccc(Cl)cc2)n2c1CCC2
5	11	CCc1ccccc1NC(=O)CSC1=C(C#N)C(c2ccc(O)c(OC)c2)C2=C(CCCC2=O)N1 (centres undefined)
3	7	N#Cc1nc(COc2ccc(F)cc2)oc1N1CCCC1
1	6	CC1(CCC#N)N=C(SCCC#N)N(c2ccccc2)C1=O (centres undefined)
3	7	CC(=O)/C(C#N)=C1\NC(=O)C(Cc2ccccc2)S1 (centres undefined)
-10	-3	CCOc1ccc2nc(NCCNC(=O)Nc3cccc(C)c3)c(C#N)cc2c1
6	8	CC1(C)CC(=O)C2=C(C1)OC(c1ccncc1)C(C#N)=C2N (centres undefined)
2	12	C=CCn1c(C#N)c(N)sc1=N
7	10	CCOC(=O)N1CCN(/C=C(\C#N)c2nc3ccccc3s2)CC1

Nothing new here: an excerpt of the list.
TNAP inh pNP	TNAP inh Pi	canonical_smiles
-13	-5	CCOC(=O)CC(=O)CSc1nc2sc(C)cc2c(=O)n1Cc1ccco1
2	5	Cc1ccc(C)c(CSc2nnc(-c3cccnc3)n2N)c1
2	5	O=C1CCCc2sc3c(c2N1)CCCCC3
2	9	O=C(NCC1OCCc2ccccc21)c1ccco1 (centres undefined)
7	10	CCOC(=O)N1CCN(/C=C(\C#N)c2nc3ccccc3s2)CC1
